Screening data: PubChem, Broad Institute
SIRT5 block: SIRT5 desuccinylase inhibitors, primary screen, biochemical, fluorescence imaging, single point, set 5. 330,000 tested, 1.1% active. inhibition, % at 15 µM. Purified SirT5, succinyl-peptide AMC, trypsin-coupled fluorescence. NAD-dependent protein deacylase sirtuin-5, mitochondrial (Homo sapiens), Q9NXA8. AID 652115, 2013; in the data active = inhibition above about 15%
Target sequence (Q9NXA8 whole entry, looked up): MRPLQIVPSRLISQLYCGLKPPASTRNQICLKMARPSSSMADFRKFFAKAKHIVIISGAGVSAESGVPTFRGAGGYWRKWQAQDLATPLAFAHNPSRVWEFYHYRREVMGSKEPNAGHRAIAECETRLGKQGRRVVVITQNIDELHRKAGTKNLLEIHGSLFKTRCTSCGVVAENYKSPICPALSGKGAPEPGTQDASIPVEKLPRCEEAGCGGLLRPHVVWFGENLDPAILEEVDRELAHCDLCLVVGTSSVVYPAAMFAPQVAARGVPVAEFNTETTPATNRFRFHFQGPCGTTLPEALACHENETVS
esBAF inh: Bmi1 luciferase reporter increase in mESCs, primary screen, esBAF inhibitor project, mouse ES cells, Bmi1 luciferase knock-in, single point. 24 h; 100% = twice the neutral-well signal. reporter increase, % at 12.5 µM. 350,000 tested, 2% active. AID 602393, 2012; in the data active = activation above about 40%;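 note: 0% = median of the plate's neutral control wells and 100% = double that signal; a rise in the Bmi1 reporter signal indicates esBAF inhibition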
ARNT-TACC3 inh: disruptors of ARNT/TACC3 protein interaction, primary screen, biochemical, AlphaScreen, single concentration; AlphaScreen His-ARNT PAS-B/GST-TACC3 binding, luminescence; TACC3 fragment carries E629A point mutation; inhibition, % at 9.99 µM; 390,000 tested, 0.66% active; AID 623870, 2012;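 active = mean inhibition of replicates at least 50% and at least half of replicates each reaching 50%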;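 note: 0% = complete ARNT plus TACC3 wells and 100% = ARNT alone without TACC3; many hits fall short of the cut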
miR122 inh: miR-122 Renilla sensor signal increase in Huh7, primary screen, miR-122 inhibitor project, cell-based, single point, plate reader | 340,000 tested, 0.3% active | activation (reporter increase), % at 12.5 µM | Huh7 miR-122 Renilla luciferase sensor, 48 h; neutral wells = 0, positive control = 100;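 active = mean replicate activation score at least 90 and every replicate individually at or above 90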;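 note: higher luciferase means less miR-122 activity so hits act as miR-122 inhibitors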
C2C12 statin: suppressors of statin myotoxicity in C2C12 myotubes, primary screen, cell-based, single point, plate reader | C2C12 myotubes + simvastatin, ATP luminescence, 48 h; scaled: DMSO 0, geranylgeraniol control 100 | rescue of ATP level, % at 7.49 µM | 330,000 tested, 0.78% active;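 active = mean ATP rescue above about 67%, or every replicate alone reaching that limit, limit read from the data, passing the limit was not always enough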;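 note: myotubes were challenged with 10 µM simvastatin during compound exposure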
Cneo AK release: Cryptococcus neoformans cell lysis inducers, primary screen, AK release luminescence, single concentration; C. neoformans lysis, adenylate kinase release luminescence, 4 h; normalised: neutral wells 0, clomiphene wells 100; lysis activity, % at 15 µM; 360,000 tested, 0.2% active; AID 651654, 2012;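 active = mean lysis activity across replicates of at least 80%, whatever share of replicates individually reach that level; inactive = mean lysis activity below 80%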
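Assay system: log-phase C. neoformans yeast / Quantity: yeast cell density of 5 × 10^6 cells/mL / Medium: fresh YPD growth medium / Compound: single dose / Timing: static 4 h at 37 °C with compound, 1 h detection / Measured by: adenylate kinase release luminescence / Read-out: lysis from increased AK signal / Benchmarks: Clomiphene as positive lysis control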
ERp5 inh: inhibitors of ERp5-driven insulin aggregation, primary screen, biochemical, turbidity, absorbance 650 nm, single point; Protein disulfide-isomerase A6 (Homo sapiens), Q15084; 90 min; inhibition, % at 9.99 µM; 350,000 tested, 0.05% active; AID 651711, 2012;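 active = mean replicate inhibition above about 25%, with every replicate also reaching it, limit read from the data, passing the limit was not always enough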
Target sequence (Q15084 whole entry, looked up): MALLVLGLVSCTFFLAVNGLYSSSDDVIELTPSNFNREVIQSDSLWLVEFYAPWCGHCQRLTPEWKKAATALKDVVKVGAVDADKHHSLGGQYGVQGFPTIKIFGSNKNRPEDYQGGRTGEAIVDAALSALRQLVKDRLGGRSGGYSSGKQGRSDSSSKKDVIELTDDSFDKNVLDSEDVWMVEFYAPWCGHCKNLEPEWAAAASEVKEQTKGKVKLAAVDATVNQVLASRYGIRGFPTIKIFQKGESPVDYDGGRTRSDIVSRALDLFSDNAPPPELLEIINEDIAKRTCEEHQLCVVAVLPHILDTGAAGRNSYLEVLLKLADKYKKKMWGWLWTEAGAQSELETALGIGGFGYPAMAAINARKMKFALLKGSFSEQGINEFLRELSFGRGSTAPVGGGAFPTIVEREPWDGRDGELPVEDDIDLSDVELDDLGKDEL
* marks the source's active call; other numbers are inactive results; . = no result given; [ ] = remark or other dose. Compounds were not picked by outcome; any-hit rate near 4%.

#	Compound	SIRT5 block	esBAF inh	ARNT-TACC3 inh	miR122 inh	C2C12 statin	Cneo AK release	ERp5 inh
1	CO[C@@H]1CN(C)C(=O)c2cc(NC(=O)c3ccc(F)cc3)ccc2OC[C@H](C)N(C)C[C@@H]1C	-2	0	-4	1[16.7 µM]	8	0	2
2	O=C(CSc1nnc(COc2ccccc2)n1Cc1ccco1)NCc1ccco1	.	-6	.	-2	-10	.	.
3	CCOc1ccc(NC(=O)CSc2nnc(-c3cc(C)[nH]n3)n2N)cc1	-1	-10	2	0	20	-1	.
4	Clc1ccc2nc(CSc3nncn3-c3ccccc3)cn2c1	.	-1	-2	.	2	4	.
5	CCC(=O)N(C)C[C@@H]1Oc2cc(-c3cccnc3)ccc2S(=O)(=O)N([C@H](C)CO)C[C@H]1C	2	-2	-8	-1[16.7 µM]	-5	4	-7
6	CC(C)(C)c1ccc2c(c1)OC(C(=O)N/N=C/c1ccc([N+](=O)[O-])o1)CO2 (stereo unspecified)	2	.	.	-3	.	10	3
7	CCOc1ccc(Nc2nc(Cc3nnc(SCC(=O)c4ccc(C)cc4)o3)cs2)cc1	.	12	0	-4	77*	-1	.
8	Cc1ccc(CN=c2c([N+](=O)[O-])nn(-c3ccc4c(c3)OCCO4)n2O)cc1	.	.	23	7	.	1	.
9	COc1ccc(Cl)cc1C(=O)NNC(=O)c1cccc([N+](=O)[O-])c1	.	-1	-2	-3	-6	.	2
10	COCCNS(=O)(=O)c1ccc2c(c1)C(=NO)c1cc(S(=O)(=O)NCCOC)ccc1-2	1	.	17	.	.	.	0
11	COc1ccccc1N1CCN(C(=O)CCCNC(=O)Cn2cnc3sc(C)c(C)c3c2=O)CC1	3	-11	8	4	-16	1	-3
12	O=C(Nc1ccc(Cl)cc1)N1C[C@@H]2[C@H](c3ccccc31)[C@@H](CO)N2C(=O)c1cccnc1	14	14	-9	28[16.7 µM]	-17	-8	-1
13	CC1CCN(S(=O)(=O)c2ccc3c(c2)c(=O)c(C(=O)NCc2cccs2)cn3C)CC1	.	.	-2	0	.	4	.
14	Cc1ccccc1S(=O)(=O)N1C[C@H](O)COC[C@@H]2O[C@@H](CC(=O)N3CCN(C)CC3)CC[C@H]21	2	-4	4	0[16.7 µM]	-11	-2	4
15	Cc1ccc(S(=O)(=O)N[C@H]2CC[C@@H](CC(=O)NCc3ccncn3)O[C@H]2CO)cc1	-6	-5	0	.	1	2	-5
16	CCC(=O)Nc1ccc2c(c1)C(=O)N(C)[C@H]1CC[C@H](CC(=O)N[C@@H](C)c3ccccc3)O[C@@H]1CO2	-9	-12	-10	-2[16.7 µM]	9	2	-1
17	CCOC(=O)c1oc2c(CN3CCN(CCO)CC3)c(O)c(CC)cc2c(=O)c1-c1nc2ccccc2s1	5	.	1	3	.	.	4
18	O=C(Nc1ccccc1-c1nnn(CC(=O)N2CCc3ccccc3C2)n1)C1CCC1	.	7	-2	-2	.	1	.
19	CCc1ccccc1NC(=O)CSc1nnc(CNC(=O)c2ccco2)n1C	1	-2	-4	2	5	-8	-7
20	CO[C@@H]1CC[C@@H]2CCOc3ccc(C#N)cc3C(=O)N(C)C[C@@H](OC)[C@@H](C)C(=O)N(C)C[C@H]1O2	-3	-4	19	.	-17	3	-8
21	COc1ccc(-c2ccc(CN3C(C(C)C)C(=O)N(Cc4cn(CCC5OCCCO5)nn4)CCS3(=O)=O)cc2)cc1OC (stereo unspecified)	6	0	.	0	5	-3	3
22	O=C(CSc1nc(C2CC2)nc2sc3c(c12)CCCC3)NCc1ccco1	.	8	-3	.	-20	0	.
23	COc1cc(CN2CCN(c3ccccc3F)CC2)c([N+](=O)[O-])cc1OC	-1	.	-1	1	.	-2	1
24	O=C(c1ccccc1)N1C[C@@H]2[C@H](c3ccccc31)[C@H](CO)N2Cc1ccccc1F	-1	0	-9	12[16.7 µM]	5	-5	1
25	Cc1ccc(NC2=NCC(=O)N2C2CCCC2)cc1	-1	.	-7	.	.	.	2
26	Cc1cnc(C(=O)OCc2nc3ccsc3c(=O)[nH]2)cn1	-2	5	.	-1	0	1	1
27	Cc1[nH]nc2c1C(c1cccs1)C1=C(CCCC1=O)N2 (stereo unspecified)	-5	.	-1	.	.	.	2
28	CCOC(=O)C1CCCN(c2c(NCCCN3CCCC(C)C3)c(=O)c2=O)C1 (stereo unspecified)	2	-3	2	4	0	-5	3
29	O=C(Oc1ccc2c(c1)C(=O)c1ccccc1CO2)c1ccccc1	.	16	-21	-7	107*	-1	.
30	Cc1ccc2oc(=O)c3cnn(CC(=O)NCCN(C)C)c3c2c1	0	-1	-3	-5	-3	0	-10
31	CCN(CCCn1c(=S)[nH]c2ccc(N3CCOCC3)cc2c1=O)c1ccccc1	-7	.	-2	.	.	.	-3
32	CCn1c(SCC(=O)OC)nnc1-c1ccccc1	3	-3	7	-2	1	1	-1
33	NCC(O)CN1CCN(Cc2ccccc2)CC1 (stereo unspecified)	-9	-2	3	.	1	-4	-1
34	CCOc1ccc(CN(C)Cc2cc(=O)oc3c(C)c(C)ccc23)cc1OC	5	-13	6	-3	4	1	1
35	O=C(COC(=O)c1ccccc1C(=O)OCC(=O)NCCc1c[nH]c2ccccc12)NCCc1c[nH]c2ccccc12	.	3	-1	4	8	-4	-1
36	Cc1ccccc1N1CCN(CC(=O)Nc2ccccc2C(=O)NC2CC2)CC1	-1	-6	5	.	-20	-1	-1

12 entries out of the list, arranged by number of heavy atoms, highest first.
#	Compound	SIRT5 block	esBAF inh	ARNT-TACC3 inh	miR122 inh	C2C12 statin	Cneo AK release	ERp5 inh
21	COc1ccc(-c2ccc(CN3C(C(C)C)C(=O)N(Cc4cn(CCC5OCCCO5)nn4)CCS3(=O)=O)cc2)cc1OC (stereo unspecified)	6	0	.	0	5	-3	3
35	O=C(COC(=O)c1ccccc1C(=O)OCC(=O)NCCc1c[nH]c2ccccc12)NCCc1c[nH]c2ccccc12	.	3	-1	4	8	-4	-1
31	CCN(CCCn1c(=S)[nH]c2ccc(N3CCOCC3)cc2c1=O)c1ccccc1	-7	.	-2	.	.	.	-3
36	Cc1ccccc1N1CCN(CC(=O)Nc2ccccc2C(=O)NC2CC2)CC1	-1	-6	5	.	-20	-1	-1
34	CCOc1ccc(CN(C)Cc2cc(=O)oc3c(C)c(C)ccc23)cc1OC	5	-13	6	-3	4	1	1
22	O=C(CSc1nc(C2CC2)nc2sc3c(c12)CCCC3)NCc1ccco1	.	8	-3	.	-20	0	.
29	O=C(Oc1ccc2c(c1)C(=O)c1ccccc1CO2)c1ccccc1	.	16	-21	-7	107*	-1	.
30	Cc1ccc2oc(=O)c3cnn(CC(=O)NCCN(C)C)c3c2c1	0	-1	-3	-5	-3	0	-10
26	Cc1cnc(C(=O)OCc2nc3ccsc3c(=O)[nH]2)cn1	-2	5	.	-1	0	1	1
27	Cc1[nH]nc2c1C(c1cccs1)C1=C(CCCC1=O)N2 (stereo unspecified)	-5	.	-1	.	.	.	2
32	CCn1c(SCC(=O)OC)nnc1-c1ccccc1	3	-3	7	-2	1	1	-1
33	NCC(O)CN1CCN(Cc2ccccc2)CC1 (stereo unspecified)	-9	-2	3	.	1	-4	-1

Continued.
#	Compound	SIRT5 block	esBAF inh	ARNT-TACC3 inh	miR122 inh	C2C12 statin	Cneo AK release	ERp5 inh
37	O=C(C1CCCN(S(=O)(=O)c2cccc3nonc23)C1)N1CCN(c2cccc(Cl)c2)CC1 (stereo unspecified)	.	16	2	1	-8	10	.
38	COc1ccccc1CNC(=O)C[C@H]1C=C[C@H](NC(C)=O)[C@@H](CO)O1	3	-6	2	.	-7	-2	0
39	Cc1noc(C)c1COc1ccc(C(=O)OCC(=O)N2CC3(C)CC2CC(C)(C)C3)cc1 (stereo unspecified)	.	15	-4	-1	-25	0	.
40	O=C(Nc1nc(-c2ccco2)c(-c2ccco2)s1)C1CC(=O)N(c2ccc3c(c2)OCCO3)C1 (stereo unspecified)	.	-16	6	-1	6	-1	.
41	Cn1cnc(S(=O)(=O)N[C@@H]2C=C[C@H](CC(=O)NCC3CCCCC3)O[C@@H]2CO)c1	9	4	-2	.	-3	1	-7
42	O=C(Nc1ccc2c3c(cccc13)CC2)c1ccco1	.	27	-9	-2	7	-2	.
43	C/C(=N\NC(=O)c1ccccc1C)c1ccc(N2CCOCC2)cc1	.	.	-17	-3	.	2	.
44	O=C(c1ccccc1)N1CCN(c2nc3ccc([N+](=O)[O-])cc3s2)CC1	-1	.	-2	.	.	.	8
45	CCc1nc2c(OCC(=O)c3ccc(F)cc3)cccn2c1N(C)C(=O)COc1ccccc1	0	0	.	5	-15	0	7
46	N#CC1=C(N)C(C#N)(C#N)C2(C(=O)Nc3ccccc32)C2CCCC=C12 (stereo unspecified)	.	-4	-1	9	19	2	.
47	CO[C@@H]1CN(C)C(=O)c2cc(NC(=O)c3ccccc3)ccc2OC[C@H](C)N(C(C)=O)C[C@H]1C	-5	4	-8	4[16.7 µM]	3	-5	4
48	CC(=O)NC(CC(=O)N1CCCC1)c1ccccc1 (stereo unspecified)	-3	.	-6	4	.	3	-9
49	O=C(N/N=C/c1ccc(N2CCOCC2)cc1)c1ccncc1	3	1	-4	4	-1	4	-7
50	CC(C)=NNc1nc(-c2ccc([N+](=O)[O-])cc2)cs1	6	.	3	.	.	.	0
51	CC(C)CC#Cc1cnc2c(c1)C(=O)N([C@H](C)CO)C[C@@H](C)[C@H](CN(C)S(=O)(=O)c1cccs1)O2	2	1	-1	6[16.7 µM]	8	-1	-2
52	CCC(C)c1ccc(NC(=S)NC2CCN(Cc3ccccc3)CC2)cc1 (stereo unspecified)	-5	-13	-26	1	-64	.	0
53	COc1ccc2oc(C(=O)OCC(=O)N(C)Cc3ccccc3)c(C)c2c1	-7	-2	-9	.	6	-3	-1
54	CNC(=O)C[C@H]1C(=O)N(CCc2ccccc2)C[C@@H]1Cc1ccccc1	-3	13	.	-3	2	0	1
55	C[N+](C)(C)CC(=O)N1CCN(c2ccc3ccccc3n2)CC1	-7	5	1	.	-8	-1	1
56	O=C(NCCc1c[nH]c2ccccc12)C1CCC(=O)N(CCc2cccc(F)c2)C1 (stereo unspecified)	-8	5	-4	.	3	-1	1
57	Cc1nnsc1C(=O)NC1CCCc2c1cnn2-c1ccc(C(C)(C)C)cc1 (stereo unspecified)	2	-18	-1	-6	-22	0	9
58	O=C(NCCc1cccs1)C12CN(Cc3ccccc3)CC1C(c1cccc([N+](=O)[O-])c1)=NO2 (stereo unspecified)	.	.	-3	6	.	0	-2
59	Cc1ccc(S(=O)(=O)N(C)c2ccc(OC(=O)c3ccc(N4CCCC4=O)cc3)cc2)cc1	-8	.	7	0	.	3	11
60	COc1ccc(S(=O)(=O)N2CCOC2CNC(=O)C(=O)NCCc2c[nH]c3ccccc23)cc1C (stereo unspecified)	-1	1	5	-8	5	2	-10
61	O=C(CN1CCN(Cc2ccccc2)CC1)NCC1COc2ccccc2O1 (stereo unspecified)	-3	1	-2	-1	1	0	3
62	Cc1ccc(S(=O)(=O)N[C@H]2CC[C@H](CC(=O)NCc3ccncn3)O[C@@H]2CO)cc1	-3	-1	6	.	5	-3	6
